Screening results deposited in PubChem by several laboratories.
NTR1 agonist: agonists of NTR1, primary screen, imaging, U2OS cells, beta-arrestin-GFP, high content (AID 493036) | 330,000 compounds, 0.17% hits | NTR1-U2OS beta-arrestin-GFP spot imaging, agonist mode | activation, % at 20 µM;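 active means activation at or above 40% of the spot to cytoplasm intensity ratio, with at least 20 cells analyzed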;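 further: 0% = DMSO without peptide and 100% = 100 nM NTR1 peptide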
Target sequence (P30989 whole entry, looked up): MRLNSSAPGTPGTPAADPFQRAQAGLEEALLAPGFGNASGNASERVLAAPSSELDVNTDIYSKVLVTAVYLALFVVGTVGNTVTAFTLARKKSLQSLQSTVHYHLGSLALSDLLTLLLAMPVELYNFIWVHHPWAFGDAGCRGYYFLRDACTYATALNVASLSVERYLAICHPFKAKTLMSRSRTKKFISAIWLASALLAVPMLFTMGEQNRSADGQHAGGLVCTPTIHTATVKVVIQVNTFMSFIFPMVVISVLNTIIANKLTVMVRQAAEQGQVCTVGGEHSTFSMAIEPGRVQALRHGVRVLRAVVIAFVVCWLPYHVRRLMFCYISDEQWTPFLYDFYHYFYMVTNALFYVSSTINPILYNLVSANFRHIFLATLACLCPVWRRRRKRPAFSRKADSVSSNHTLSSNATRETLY
GPR55 LPI antagonism: GPR55 antagonists blocking LPI-driven arrestin recruitment, primary screen, imaging, U2OS, beta-arrestin-GFP, LPI agonist (AID 2013). G-protein coupled receptor 55 (Homo sapiens). U2OS GPR55 beta-arrestin-GFP translocation imaging, LPI antagonism; higher % means a stronger effect. inhibition, % at 10 µM, or IC50 in µM where a hit was titrated. 290,000 compounds, 0.13% hits;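 active means spots per cell inhibited over 60%, with over 100 cells counted and total cytoplasm intensity under 500,000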;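 further: U2OS cells stably carrying GPR55 and arrestin-GFP stimulated by 5 µM LPI near EC80; imaged beta-arrestin-GFP aggregate spots per cell after agonist stimulation; plate controls were LPI-stimulated DMSO wells for no effect and DMSO wells without LPI for full effect; some results filed as inactive read as strong as hits; confirmed hits need IC50 under 10 µM and bright autofluorescent wells are also inconclusive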
KOR beta-arrestin-1: KOR antagonists, beta-arrestin recruitment, cell-based, luminescence, uHTS (AID 1778); Kappa-type opioid receptor (Homo sapiens); inhibition, % at 10 µM, or IC50 in µM where a hit was titrated; KOR beta-arrestin recruitment, luminescence, antagonist mode; higher % means a stronger effect; 290,000 compounds, 0.091% hits; further: strong numbers were not always called active
Myeloid diff MLP: induction of myeloid progenitor differentiation, primary screen, cell-based, flow cytometry, MLPCN library; ER-HoxA9 myeloid progenitors, lysozyme-GFP differentiation; calls only at 10 µM; 360,000 compounds, 1% hits; AID 624256, 2012;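 active means normalized GFP-positive differentiation at or above the plate's own cutoff, the solvent-only control mean plus 3 SD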;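 further: cells exposed to compound for four days before flow analysis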
NOD1 inhibition: NOD1 signaling inhibitors, primary screen, cell-based, luminescence, uHTS (AID 1578); NOD1-driven NF-kB luciferase reporter cells, luminescence; higher % means a stronger effect; inhibition, % at 4 µM; hits with a dose series show EC50 in µM; 290,000 compounds, 1% hits; in the data active means inhibition mostly above about 36%, no sharp cut-off; inactive means mostly below about 34%;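 further: HEK-293T reporter cells stimulated with the NOD1 agonist gamma-tri-DAP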
KOR beta-arrestin-2: KOR agonists, beta-arrestin recruitment, primary screen, cell-based, luminescence, uHTS (AID 1777). activation, % at 10 µM; hits with a dose series show EC50 in µM. 280,000 compounds, 0.02% hits. Kappa-type opioid receptor (Homo sapiens). KOR beta-arrestin recruitment, luminescence; higher % means a stronger effect; in the data active means activation above about 50%, passing the limit was not always enough; further: a part of the inactive calls stands beside numbers as strong as those of hits
GPR55 activation: GPR55 agonists via beta-arrestin recruitment, primary screen, imaging, U2OS cells, beta-arrestin-GFP redistribution (AID 1961) | G-protein coupled receptor 55 (Homo sapiens) | U2OS GPR55 beta-arrestin-GFP redistribution imaging; higher % means a stronger effect | activation, % at 10 µM, or EC50 in µM where a hit was titrated | 290,000 compounds, 0.048% hits;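 active means activation above 40% with more than 50 cells counted in the well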;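 further: U2OS osteosarcoma cells stably expressing GPR55 and beta-arrestin-GFP; plate controls were DMSO negative control for no effect and LPI positive control for full effect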
HEK293 NOD2/NF-kB: NOD2 signaling inhibitors, cell-based, luminescence, uHTS, HEK293 (AID 1566); HEK293 NOD2/NF-kB luciferase reporter, luminescence; higher % means a stronger effect; inhibition, % at 4 µM; hits with a dose series show EC50 in µM; 290,000 compounds, 0.63% hits; further: many of its hits are not listed in these tables
T cell HTS: modulators of CD8 T cell-vesicle binding, primary screen, mouse 2C CD8+ T cells, flow cytometry | 2C CD8+ T cell-vesicle binding; stronger effect = lower value | AID 2052, 2009 | calls only at 7 µM | 330,000 compounds, 0.068% hits;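 active means response, share of CD8 T cells binding vesicles, and their 90th percentile fluorescence all below set limits, cut at about 80% in these data, passing the limit was not always enough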
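Also added: QL9-peptide-loaded Drosophila micro-vesicles bearing Ld, ICAM-1 and B7-1; Test system: purified 2C TCR transgenic mouse naive CD8+ T cells; Measured by: cytometric PE anti-B7-1 and Alexa647 anti-CD8 signals after 1% paraformaldehyde fixation; Timing: binding step 1.5 h, 37 °C, antibody labelling 20 min, ice.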
T cell HTS vesicle-bound %: recorded beside T cell HTS, whose call it bears; double positive events, %; measured here: CD8+ vesicle-bound cell fraction;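 binding gate set so that unloaded-vesicle control wells show 10% double positive cells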
NTR1 agonist cell count 20 µM: second read-out of NTR1 agonist, no call of its own (marks repeat the call); cell count; measured here: cell count, cytotoxicity flag
Myeloid diff MLP GFP+ MAC1+ %: recorded beside Myeloid diff MLP, whose call it bears; GFP+ MAC1+ double positive, %; measured here: differentiation confirmed by MAC1 staining
* marks the source's active call; other numbers are inactive results; [ ] = another dose, or the depositor's remark. Unless noted, no stated cut-off is given here; in the data, active means inhibition above about 50%; inactive means the rest. An excerpt; rates above refer to the full screens.

Results for Cn1c(=Nc2ccc(N3CCOCC3)cc2)ccc2ccccc21 ?
NTR1 agonist: -0.4; GPR55 LPI antagonism: 18%; KOR beta-arrestin-1: -17%; Myeloid diff MLP: inactive; NOD1 inhibition: -16%; KOR beta-arrestin-2: -0.1%; GPR55 activation: -0.1%; HEK293 NOD2/NF-kB: -16%; T cell HTS: inactive; T cell HTS vesicle-bound %: 14; NTR1 agonist cell count 20 µM: 23; Myeloid diff MLP GFP+ MAC1+ %: 0.3

Results for COc1cc(=O)n2c(n1)SCCC2 ?
NTR1 agonist: -1.2; KOR beta-arrestin-1: -28%; Myeloid diff MLP: inactive; NOD1 inhibition: 1%; KOR beta-arrestin-2: 7.4%; GPR55 activation: -0.1%; HEK293 NOD2/NF-kB: 0%; T cell HTS: inactive; T cell HTS vesicle-bound %: 29; NTR1 agonist cell count 20 µM: 73; Myeloid diff MLP GFP+ MAC1+ %: 1.4

How did O=C(Nc1cccc(C(=O)O)c1)/C(=C\c1ccc2c(c1)OCO2)NC(=O)c1ccccc1 do in these assays?
NTR1 agonist: 1.6; GPR55 LPI antagonism: 2%; KOR beta-arrestin-1: -1%; Myeloid diff MLP: inactive; NOD1 inhibition: -13%; KOR beta-arrestin-2: -2.0%; GPR55 activation: 0.1%; HEK293 NOD2/NF-kB: -1%; T cell HTS: inactive; T cell HTS vesicle-bound %: 34; NTR1 agonist cell count 20 µM: 35; Myeloid diff MLP GFP+ MAC1+ %: 0.1

Results for COc1ccc(CC(=O)NNC(=O)c2cccs2)cc1OC ?
NTR1 agonist: 0.7; GPR55 LPI antagonism: 21%; KOR beta-arrestin-1: -33%[20 µM]; Myeloid diff MLP: inactive; NOD1 inhibition: -18%; GPR55 activation: 0.2%; HEK293 NOD2/NF-kB: 5%; T cell HTS: inactive; T cell HTS vesicle-bound %: 58; NTR1 agonist cell count 20 µM: 90; Myeloid diff MLP GFP+ MAC1+ %: 0.1

What do the screens show for `O=C(CN1C(=O)CSc2ccc(S(=O)(=O)N3CCCCC3)cc21)NCc1cccnc1`?
NTR1 agonist: 0.4; GPR55 LPI antagonism: 1%; KOR beta-arrestin-1: 7%; Myeloid diff MLP: inactive; NOD1 inhibition: -15%; KOR beta-arrestin-2: -1.3%; GPR55 activation: 0.2%; HEK293 NOD2/NF-kB: 18%; T cell HTS: inactive; T cell HTS vesicle-bound %: 63; NTR1 agonist cell count 20 µM: 87; Myeloid diff MLP GFP+ MAC1+ %: 0.4

What do the screens show for `C=CCn1c(SCC(=O)NCc2ccc3c(c2)OCO3)nnc1C1CCCCC1`?
NTR1 agonist: -1.6; GPR55 LPI antagonism: -6%; KOR beta-arrestin-1: 1%; Myeloid diff MLP: inactive; NOD1 inhibition: -22%; GPR55 activation: -0.2%; HEK293 NOD2/NF-kB: 5%; T cell HTS: inactive; T cell HTS vesicle-bound %: 52; NTR1 agonist cell count 20 µM: 90; Myeloid diff MLP GFP+ MAC1+ %: 0.7

How did COc1cc(C)ccc1OCc1cc(C(=O)N2CCN(C)C[C@@H]2c2ccccc2)no1 do in these assays?
NTR1 agonist: -0.4; GPR55 LPI antagonism: -2%; KOR beta-arrestin-1: -40%; Myeloid diff MLP: inactive; NOD1 inhibition: -22%; KOR beta-arrestin-2: 0.7%; GPR55 activation: -0.1%; HEK293 NOD2/NF-kB: 4%; T cell HTS: inactive; T cell HTS vesicle-bound %: 22; NTR1 agonist cell count 20 µM: 59; Myeloid diff MLP GFP+ MAC1+ %: 1.0

How did Cc1cc(/C=N/NC(=O)c2cccc(N(C)C)c2)c(C)n1-c1cc(C(=O)O)cc(C(=O)O)c1 do in these assays?
NTR1 agonist: -0.5; GPR55 LPI antagonism: 1%; KOR beta-arrestin-1: -11%; Myeloid diff MLP: inactive; NOD1 inhibition: -36%; KOR beta-arrestin-2: 2.6%; GPR55 activation: 0.2%; HEK293 NOD2/NF-kB: -9%; NTR1 agonist cell count 20 µM: 90; Myeloid diff MLP GFP+ MAC1+ %: 0.5

Results for NC(=O)[C@H]1CC2(CC(c3cccc(NC(=O)CC(c4ccccc4)c4ccccc4)c3)=NO2)CN1C(=O)c1ccccc1C(=O)c1ccccc1 (stereo partly specified) ?
NTR1 agonist: -0.3; GPR55 LPI antagonism: 2%; KOR beta-arrestin-1: 21%; Myeloid diff MLP: inactive; NOD1 inhibition: 10%; KOR beta-arrestin-2: 4.5%; GPR55 activation: -0.1%; HEK293 NOD2/NF-kB: 24%; T cell HTS: inactive; T cell HTS vesicle-bound %: 13; NTR1 agonist cell count 20 µM: 90; Myeloid diff MLP GFP+ MAC1+ %: 1.9

What do the screens show for `COCCC(=O)N1CCC(Oc2ccc(C(=O)N3CCCC(OC)C3)cc2)CC1` (stereo unspecified)?
NTR1 agonist: 0.1; GPR55 LPI antagonism: 6%; KOR beta-arrestin-1: -13%; Myeloid diff MLP: inactive; NOD1 inhibition: -19%; KOR beta-arrestin-2: -0.5%; GPR55 activation: 0.5%; HEK293 NOD2/NF-kB: -4%; T cell HTS: inactive; T cell HTS vesicle-bound %: 9; NTR1 agonist cell count 20 µM: 59; Myeloid diff MLP GFP+ MAC1+ %: 1.5

How did COc1ccc(NC(=O)CCS(=O)(=O)c2ccc(Br)s2)cc1 do in these assays?
NTR1 agonist: 0.0; GPR55 LPI antagonism: -2%; KOR beta-arrestin-1: 2%; Myeloid diff MLP: inactive; NOD1 inhibition: 19%; KOR beta-arrestin-2: -4.3%; GPR55 activation: 0.1%; HEK293 NOD2/NF-kB: 6%; T cell HTS: inactive; T cell HTS vesicle-bound %: 30; NTR1 agonist cell count 20 µM: 42; Myeloid diff MLP GFP+ MAC1+ %: 0.5

Results for O=C(COc1ccc(F)cc1Br)NCc1ccccn1 ?
NTR1 agonist: -1.5; GPR55 LPI antagonism: 2%; KOR beta-arrestin-1: 2%; Myeloid diff MLP: inactive; NOD1 inhibition: -19%; KOR beta-arrestin-2: -3.2%; GPR55 activation: -0.4%; HEK293 NOD2/NF-kB: -27%; T cell HTS: inactive; T cell HTS vesicle-bound %: 56; NTR1 agonist cell count 20 µM: 89; Myeloid diff MLP GFP+ MAC1+ %: 0.8

What do the screens show for `COc1ccc(CCNC(=O)[C@H](C)NC(=O)[C@@H]2CSC3c4ccccc4C(=O)N32)cc1` (stereo partly specified)?
NTR1 agonist: -0.3; GPR55 LPI antagonism: 10%; KOR beta-arrestin-1: -12%; Myeloid diff MLP: inactive; NOD1 inhibition: -13%; KOR beta-arrestin-2: 9.1%; GPR55 activation: -0.1%; HEK293 NOD2/NF-kB: 8%; T cell HTS: inactive; T cell HTS vesicle-bound %: 13; NTR1 agonist cell count 20 µM: 65; Myeloid diff MLP GFP+ MAC1+ %: 0.9

How did Cc1ccc2[nH]c(=O)c(CN(CC3CCCO3)C(=O)c3cccs3)cc2c1 (stereo unspecified) do in these assays?
NTR1 agonist: -0.5; GPR55 LPI antagonism: 4%; KOR beta-arrestin-1: -1%; Myeloid diff MLP: inactive; NOD1 inhibition: -24%; KOR beta-arrestin-2: -0.5%; GPR55 activation: 0.5%; HEK293 NOD2/NF-kB: 10%; T cell HTS: inactive; T cell HTS vesicle-bound %: 11; NTR1 agonist cell count 20 µM: 51; Myeloid diff MLP GFP+ MAC1+ %: 1.0

What do the screens show for `Cc1ccc(OCC(=O)N/N=C/c2ccco2)cc1`?
NTR1 agonist: 1.2; GPR55 LPI antagonism: 30%; KOR beta-arrestin-1: -21%; Myeloid diff MLP: inactive; NOD1 inhibition: 1%; KOR beta-arrestin-2: 2.2%; GPR55 activation: 0.0%; HEK293 NOD2/NF-kB: 0%; T cell HTS: inactive; T cell HTS vesicle-bound %: 3; NTR1 agonist cell count 20 µM: 45; Myeloid diff MLP GFP+ MAC1+ %: 6.0

How did COc1cc2c(cc1NC(=O)c1ccccc1F)CCCC2 do in these assays?
NTR1 agonist: 3.2; GPR55 LPI antagonism: 8%; Myeloid diff MLP: inactive; NOD1 inhibition: -24%; KOR beta-arrestin-2: 1.3%; GPR55 activation: 0.3%; HEK293 NOD2/NF-kB: -25%; T cell HTS: inactive; T cell HTS vesicle-bound %: 48; NTR1 agonist cell count 20 µM: 64; Myeloid diff MLP GFP+ MAC1+ %: 0.8

What do the screens show for `CC1=C(C(=O)OCC2CCCO2)C(c2cccc(C(F)(F)F)c2)C2=C(CC(c3ccco3)CC2=O)N1` (stereo unspecified)?
NTR1 agonist: 11; GPR55 LPI antagonism: 5%; KOR beta-arrestin-1: -18%; Myeloid diff MLP: inactive; NOD1 inhibition: 39%; KOR beta-arrestin-2: -2.7%; GPR55 activation: -0.2%; HEK293 NOD2/NF-kB: 4%; T cell HTS: inactive; T cell HTS vesicle-bound %: 56; NTR1 agonist cell count 20 µM: 68; Myeloid diff MLP GFP+ MAC1+ %: 0.6

How did Cc1ccc2nsnc2c1S(=O)(=O)Nc1ccccc1C(=O)O do in these assays?
NTR1 agonist: -0.5; GPR55 LPI antagonism: 5%; KOR beta-arrestin-1: 18%; Myeloid diff MLP: inactive; NOD1 inhibition: -10%; KOR beta-arrestin-2: 3.3%; GPR55 activation: 0.4%; HEK293 NOD2/NF-kB: 5%; T cell HTS: inactive; T cell HTS vesicle-bound %: 55; NTR1 agonist cell count 20 µM: 59; Myeloid diff MLP GFP+ MAC1+ %: 0.5

How did O=C(Nc1ccc(F)cc1)Nc1sccc1-c1nc2ccccc2s1 do in these assays?
NTR1 agonist: 2.7; GPR55 LPI antagonism: -4%; KOR beta-arrestin-1: 15%; Myeloid diff MLP: inactive; NOD1 inhibition: -2%; KOR beta-arrestin-2: 6.1%; GPR55 activation: -0.1%; HEK293 NOD2/NF-kB: 1%; T cell HTS: inactive; T cell HTS vesicle-bound %: 28; NTR1 agonist cell count 20 µM: 50; Myeloid diff MLP GFP+ MAC1+ %: 0.6
